# High-throughput results (PubChem)
# S3 lipid droplet: qHTS Assay for Lipid Storage Modulators in Drosophila S3 Cells; Drosophila S3 cells, BODIPY lipid droplet fluorescence, 18-24 h; cells fed with added oleic acid; Potency in µM for hits, for the others lipid storage change, negative = inhibition, % at the top dose, mostly 46.1 µM; 320,000 compounds, 0.64% hits; active means well fitted inhibition curve with a large enough effect in the signal ratio, with a control signal flat, not every such curve was filed as active; inconclusive means small, poorly fitted or top-dose-only effect, or effect the other way, or a change in a side signal; the % refers to the signal ratio
#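 Drosophila S3 cells got compounds at several concentrations plus oleic acid (400 uM solution). Laser-scanning cytometry with 488 nm excitation read lipid droplets at 500-530 nm and cells at 575-640 nm. Percent activity was relative to 20 uM Triacsin C.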
# S3 lipid droplet cell count max: recorded beside S3 lipid droplet, whose call it bears; cell number change, %; measured here: cell count max response;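 cells counted by Cell Tracker Red CMTPX staining in the red channel; peak over a dose series mostly up to 46.1 µM; percent activity relative to internal control wells on each plate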
# Numbers without * were called inactive; i = inactive; u = inconclusive; x = no result given; [ ] = remark or other dose. On the % scale 0 is the no-effect control and ±100 the full control effect; potency means the concentration at half of the fitted maximal effect.
# Sample of the layout:
SMILES,S3 lipid droplet,S3 lipid droplet cell count max
CCCCN(CCCC)S(=O)(=O)c1ccc(C(=O)Nc2nnc(COC)o2)cc1,-6%,-1
NC(=O)c1c(NC(=O)COC(=O)CSc2nnc(-c3ccc(Cl)cc3)o2)sc2c1CCC2,u,x
O=C(CCN=C1NS(=O)(=O)c2ccccc21)OCc1nnc(-c2ccccc2)o1,u,x

# Main list, from the first entry:
SMILES,S3 lipid droplet,S3 lipid droplet cell count max
CCCCN(CCCC)S(=O)(=O)c1ccc(C(=O)Nc2nnc(COC)o2)cc1,-6%,-1
NC(=O)c1c(NC(=O)COC(=O)CSc2nnc(-c3ccc(Cl)cc3)o2)sc2c1CCC2,u,x
O=C(CCN=C1NS(=O)(=O)c2ccccc21)OCc1nnc(-c2ccccc2)o1,u,x
CCOC(=O)/C(=C/C=C1\Sc2ccccc2N1CC)C(C)=O,u,x
CC(=O)c1cccc(NC(=O)c2ccc(NC(=O)CC3SC(N4CCCCC4)=NC3=O)cc2)c1 (stereo not drawn),u,x
CCCN(CCC)C(=O)CSc1nc2n[nH]c(C)c2c(=N)n1-c1ccc(OCC)cc1,u,x
C=CCn1c(=S)[nH]c2cc(C(=O)NCCc3ccc(S(N)(=O)=O)cc3)ccc2c1=O,4%,17
Cn1c(SCc2ccc(Br)cc2)nc2ccccc2c1=O,i,-15
CC[n+]1c(/C=C/N(C)c2ccccc2)oc2ccccc21,u,x
CN(C)c1ccc(C(=O)c2ccc(O)cc2O)cc1,0%,-15
Cc1ccc(CSCCNC(=O)c2ccc(Cl)c(S(=O)(=O)N3CCOCC3)c2)cc1,u,x
COC(=O)CSc1nc(C)c(C)c(C)c1C(N)=O,u,x
CCc1ccc(C2=Nn3c(nnc3-c3cccs3)SC2)cc1,u,x
Cc1cc(C)c2c(c1)/C(=N/NS(=O)(=O)c1ccccc1)CCC2,u,x
CCCc1cc(C(=O)N2CCCN(C)CC2)cs1,i,1
CCN(CCO)c1nc(SC)nc2c1sc1nc(-c3ccco3)c3c(c12)CCC3,u,x
CSc1nc2ccccc2c(=O)n1Cc1ccc(F)cc1,u,x
Cc1cc(C(=O)N/N=C/C=C/c2ccc([N+](=O)[O-])cc2)n[nH]1,u,x
COc1ccc(N(CC(=O)NC2CCCC2)C(=O)CCC(=O)Nc2nc(C)cs2)cc1OC,u,x
Cc1cc(Cn2nc(C(=O)NCc3cccc(Br)c3)cc2-c2ccccc2)on1,13µM*,16*
CCc1ccc(NC(=O)Cn2cnc([N+](=O)[O-])c2)cc1,u,x
CC(C)(C)n1nnnc1C(c1ccc(C#N)cc1)N1CCCC2(CCCCC2)C1 (stereo not drawn),u,x
CCNC(=O)CC1C(=O)N(CC)C(=S)N1NC(=O)c1cccnc1 (stereo not drawn),-1%,7
CCCOc1ccc(-c2c(C(=O)N/N=C/c3cccs3)nnn2-c2nonc2N)cc1,i,14
COc1cc2c(cc1OC)-c1cc(NCc3ccccn3)nc(=O)n1CC2,u,x
CC(C)NC(=O)C1CCCN(S(=O)(=O)c2cccc3nonc23)C1 (stereo not drawn),i,2
CC(=O)Nc1cccc(C(=O)Nc2cccc3ncccc23)c1,35%,-7
C[C@@H]1[C@H](O)C[C@@]23COC(=O)C2=CCC[C@@H]3[C@@]1(C)CC/C(=C/CO)CO,-14%,-16
CC(C)OC(=O)CSc1nnc(SCc2cccc3ccccc23)s1,-15%,0
CC1=CC(C)(C)N(C(=O)CSc2nnc(N)s2)c2cc(C)c(C)cc21,9%,6
CCNS(=O)(=O)c1cc(OC)ccc1OC,u,x
Cc1ccc(S(=O)(=O)c2nc(-c3ccccc3)oc2NCCN2CCOCC2)cc1,u,x
c1ccc(NNC2=NCCCCC2)cc1,u,x
O=C(c1ccc(S(=O)(=O)c2ccccc2)cc1)N1CCCCCC1,24%,18
COc1ccc(-c2cc(-c3ccccc3)nc(SC(C)C(=O)O)c2C#N)cc1 (stereo not drawn),u,x
Cc1cc(Cl)ccc1NNC(=O)c1snnc1C,8%,-10
Cc1ccc(OCCNC(=O)c2cccc(C)c2)cc1,u,x
COc1ccc(CNC(=O)CSCc2ccccc2Cl)cc1,18%,-7
O=C(/C=C/c1ccccc1)C1C(=O)c2ccccc2C1=O,14%,-2
COc1ccc(-c2cc3c(=O)n(CC(=O)NCc4cccnc4)nc(C)n3n2)cc1,i,6
COc1ccc(C2C(C(=O)O)c3ccccc3C(=O)N2C)cc1Br (stereo not drawn),i,-14
Cc1ccc(CN2CCN(Cc3ccc4c(c3)OCCO4)CC2CCO)cc1 (stereo not drawn),16%,3
CCCNC(=S)N1CCN(c2nc(C)nc3sc4c(c23)CCCC4)CC1,-2%,-5
Cc1ccc(S(=O)(=O)N2CCOCC2)cc1NC(=O)COC(=O)Cc1ccsc1,0%,1
CC1(C)CC(=O)c2cc(C(=O)NC3CCSC3=O)c(=O)n(-c3ccccc3)c2C1 (stereo not drawn),-11%,-23

# Two successive compounds already listed, for reference:
SMILES,S3 lipid droplet,S3 lipid droplet cell count max
Cc1ccc(S(=O)(=O)N2CCOCC2)cc1NC(=O)COC(=O)Cc1ccsc1,0%,1
CC1(C)CC(=O)c2cc(C(=O)NC3CCSC3=O)c(=O)n(-c3ccccc3)c2C1 (stereo not drawn),-11%,-23

# Next section.
SMILES,S3 lipid droplet,S3 lipid droplet cell count max
O=C(NC(=S)Nc1ccc(CN2CCOCC2)cc1)c1cc2ccccc2o1,u,x
c1ccc2sc(Nc3nc4cc5c(cc4s3)OCO5)nc2c1,u,x
CC(C)(C)c1ccc(OCC(=O)Nc2ccc(-c3nc4cccnc4o3)cc2)cc1,11%,3
C/C(Cl)=C\Cn1c(NCCc2ccccc2)nc2c1c(=O)n(C)c(=O)n2C,6.5µM*,-19*
CC(/C=C/C1(O)C(C)CC(=O)CC1(C)C)OC1OC(CO)C(O)C(O)C1O (stereo not drawn),-10%,-11
CCOc1ccccc1/C=N/NC(=O)c1ccc(Cn2cc([N+](=O)[O-])cn2)o1,12%,0
CCOC(=O)C1=C(O)c2ccccc2C(=O)/C1=C\c1ccc(C)cc1,u,x
CN1C(=O)C(O)(CC(=O)/C=C/c2ccco2)c2cc(Br)ccc21 (stereo not drawn),u,x
CCOc1ccc(C2c3c(oc4cc(C)c(C)cc4c3=O)C(=O)N2CCCN(C)C)cc1OC (stereo not drawn),u,x
COc1ccc(NC(=O)c2ccc3c(c2)CCN3S(=O)(=O)c2ccccc2)cc1,u,x
Cc1ccc(NC(=S)Nc2cccnc2)c(S(=O)(=O)N2CCCCC2)c1,u,x
O=C(NCCCN1CCOCC1)C(=O)N/N=C/c1cccc2ccccc12,i,x
COc1nc(Nc2cccc(F)c2)nc(OC)n1,u,x
CC1(C)CC(=O)C(N=Nc2cc(C(F)(F)F)ccc2Cl)=C(O)C1,u,x
CS(=O)(=O)N(CC(=O)Nc1ccccc1C(=O)N1CCCC1)c1cccc([N+](=O)[O-])c1,5%,-1
CC(=O)Nc1ccc(S(=O)(=O)N2CCC(=O)Nc3ccccc32)cc1,-8%,-8
Cn1cc(Br)c(C(=O)Nc2ncc(Br)s2)n1,u,x
COc1ccc(N2CCN(C(=O)CSc3nnc4c(C)cc5ccc(C)c(C)c5n34)CC2)cc1,i,x
CNC(=O)CSCCn1c(SCC(=O)NC)nc2ccccc2c1=O,u,x
CCc1cc(=O)oc2cc(C)cc(OCC(=O)N3CCC(C(=O)O)CC3)c12,u,x
CC(c1ccccc1)C1CC(=O)N(Cc2ccco2)C1=O (stereo not drawn),u,x
COc1ccc(NC(=O)N2CCC(CO)(CC3CCCCO3)CC2)c(OC)c1 (stereo not drawn),2%,-6
CCN(CC)S(=O)(=O)c1ccc(N2CCOCC2)c(NCC(=O)Nc2ccc(F)cc2)c1,-10%,5
CSc1ccc(CN(C)Cc2cc(=O)oc3c(C)c(C)ccc23)cc1,u,x
Cc1cc2ncn(CCC(=O)NC3CCCC3)c2cc1C,u,x
Cc1ccc(C)c(NS(=O)(=O)c2cc(C(=O)NCCC3=CCCCC3)ccc2C)c1,i,x
CCN1CCc2c(OCC(=O)N3CCCc4ccccc43)cccc2C1=O,u,x
O=C(NC1CCCCCC1)c1ccc(OCC2CCCO2)cc1 (stereo not drawn),u,x
CCOC(=O)C1CCN(Cc2ccc(OC)cc2OC)CC1,u,x
Cc1ccc(-n2c(O)c(C=NC3CCS(=O)(=O)C3)c3ccccc3c2=O)cc1C (stereo not drawn),-2%,8
O=[N+]([O-])c1ccc(N2CCN(S(=O)(=O)c3ccccc3[N+](=O)[O-])CC2)cc1N1CCc2ccccc2C1,5%,-7
CC(C)c1ccc(/C=C/C(=O)Nc2nncs2)cc1,12%,-8
CCOC(=O)c1ccc(S(=O)(=O)NCCN2CCOCC2)cc1,u,x
Cc1cc(C)nc(N2CCCC(C(=O)Nc3nnc(C)s3)C2)n1 (stereo not drawn),12%,2
CCOC(=O)c1sc(=NC(=O)c2ccc(C)cc2)n(C)c1C,u,x
CCN1CCc2c(sc(NC(=O)Nc3ccc(Cl)c(Cl)c3)c2C(N)=O)C1,u,x
OC[C@@H](O)C1OC2NC(=S)OC2C1O (stereo partly drawn),8%,14
CN(C)CCCN(C(=O)c1ccc(S(=O)(=O)N2CCc3ccccc32)cc1)c1nc2ccc(Cl)cc2s1,u,x
COc1cc2[nH]c3c(=O)n(CCN4CCCCC4)cnc3c2cc1OC,0%,12
Cc1ccc(N2CC(=O)N(NC(=O)CN3CCN(c4ccccc4)CC3)CC2=O)cc1,-6%,4
CCn1cc(CN2CCC(C(=O)Nc3ccc(Oc4cccnc4)cc3)CC2)cn1,7%,4
Cc1ccccc1CC(=O)NC1CCN(Cc2ccccc2)CC1,19%,1
Cc1ccc(S(=O)(=O)N(CC(=O)O)Cc2ccccc2)cc1,u,x
O=C(c1csc2c1CCCC2)N1CCCCC1,u,x
CCOC(=O)C1(Cc2ccc(OC)cc2)CCN(C(=O)CCN2CCCC2=O)CC1,-4%,-6
Cc1ccccc1-n1c(Cn2c(=O)sc3ccccc32)nnc1SC(C)C,0%,1
C/C(=N\Nc1ccc(F)cc1F)c1ccc(F)cc1,2%,-5
COC(=O)C1C(=O)C2=C(CC1C)NC(C)=C(C(=O)OC(C)C)C2c1ccc(C)o1 (stereo not drawn),u,x
Cc1nnc(SCC(=O)N2CCN(Cc3ccccc3)CC2)s1,i,x
CC(C)Cc1cc(C(=O)N2CCC(N3CCC(C(=O)N4CCOCC4)CC3)CC2)n[nH]1,21%,-1
CCOC(=O)c1ccc(CNC(=O)CSc2nnc(-c3ccncc3)o2)cc1,u,x
Cc1cccc(C)c1NC(=S)NCc1ccccc1,-7%,-6
Cc1cccc(OCc2n(CC(=O)OC3CC(C)CCC3C(C)C)c3ccccc3[n+]2C)c1 (stereo not drawn),u,x
Cc1ccc2nc(NCC(=O)NN)nc(-c3ccccc3)c2c1,u,x
COc1ccc(S(N)(=O)=O)cc1C(=O)OCC1CCCCC1,-24%,27
Cc1ccc(NC(=O)CN(C)S(=O)(=O)c2cnc[nH]2)cc1C,5%,10
Cc1cccc(N2CC34C=CC(O3)C(C(=O)O)C4C2=O)c1 (stereo not drawn),1%,2
COc1cc(/C=C(\C#N)C(=O)NCC2CCCO2)ccc1OC(=O)c1ccco1 (stereo not drawn),u,x
O=c1cccccc1NCc1ccccc1,u,x
Cc1cccc(C)c1OC(=O)CCN1C(=O)C2C3C=CC(C4CC34)C2C1=O (stereo not drawn),7%[9.22 µM],22
# Next structures follow:
SMILES,S3 lipid droplet,S3 lipid droplet cell count max
COc1ccc(CCNC(=O)CN(c2cc(OC)ccc2OC)S(=O)(=O)c2ccccc2)cc1,u,x
CCc1ccc(C(=O)CSc2nc3cc(S(=O)(=O)N4CCOCC4)ccc3n2CC)cc1,18%,3
O=C(COC(=O)c1cc(=O)c2ccccc2o1)Nc1c(F)c(F)c(F)c(F)c1F,u,x
COc1ccc(NS(=O)(=O)c2ccc(N3CCOCC3)c(NC(=O)c3ccco3)c2)cc1,-7%,-22
COC(=O)CN1C(=O)C2(C(C#N)=C(N)Oc3c2c(C)nn3-c2ccccc2)c2ccccc21 (stereo not drawn),1%,-12
Cc1cc(C)c(-n2[nH]nnc2=S)c(C)c1,u,x
COc1ccccc1NC(=O)C1CCN(S(=O)(=O)c2cccc3nonc23)CC1,u,x
Cc1sc(NC(=O)c2ccco2)nc1-c1ccc2c(c1)CC(C)N2C(=O)C1CC1 (stereo not drawn),u,x

# Some of these compounds in order of length of the SMILES, rising.
SMILES,S3 lipid droplet,S3 lipid droplet cell count max
COc1ccccc1NC(=O)C1CCN(S(=O)(=O)c2cccc3nonc23)CC1,u,x
O=C(COC(=O)c1cc(=O)c2ccccc2o1)Nc1c(F)c(F)c(F)c(F)c1F,u,x
CCc1ccc(C(=O)CSc2nc3cc(S(=O)(=O)N4CCOCC4)ccc3n2CC)cc1,18%,3
COc1ccc(CCNC(=O)CN(c2cc(OC)ccc2OC)S(=O)(=O)c2ccccc2)cc1,u,x
COC(=O)CN1C(=O)C2(C(C#N)=C(N)Oc3c2c(C)nn3-c2ccccc2)c2ccccc21 (stereo not drawn),1%,-12

# Filtered by structure: the compounds so far with a tert-butyl group (2)
SMILES,S3 lipid droplet,S3 lipid droplet cell count max
CC(C)(C)n1nnnc1C(c1ccc(C#N)cc1)N1CCCC2(CCCCC2)C1 (stereo not drawn),u,x
CC(C)(C)c1ccc(OCC(=O)Nc2ccc(-c3nc4cccnc4o3)cc2)cc1,11%,3

# The list is partial. The share of hits here may be higher or lower than overall.
